Tau FP inhib: tau fibrillization inhibition (FP); P10636; K18 P301L tau heparin fibrillization, Alexa594 FP, 6 h; Potency, µM (titrated, usually from 57.7 µM), without a hit: at the top dose activity, negative = inhibition, actives largely listed as inhibitors; actives 0.39% (n = 280,000); AID 1468; further: nearly all actives have a fitted effect of over 55% in size
Target sequence (P10636 561-689 P618L limits assumed): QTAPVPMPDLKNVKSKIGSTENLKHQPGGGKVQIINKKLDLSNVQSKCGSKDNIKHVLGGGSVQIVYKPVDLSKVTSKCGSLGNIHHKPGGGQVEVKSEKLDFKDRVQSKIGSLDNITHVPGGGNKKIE
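K18 P301L tau (15 uM unlabeled/0.24 uM Alexa 594-labeled, final) + compound + heparin 20 uM final; 100 mM NaOAc pH 7; 6 hr 37 C; ThT 30 uM final added, 1 hr RT; FP ex 555/em 632 nm.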
aGal spleen mod: inhibits or activates alpha-galactosidase in human spleen homogenate. human spleen homogenate, 4MU-alpha-Gal fluorescence, 40 min. Potency, µM (series often up to 80 µM), for inactives: at the highest dose activity change, negative = inhibition, actives largely listed as inhibitors. actives 0.008% (n = 240,000). AID 2107;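 further: 0% = enzyme with vehicle and -100% = no enzyme basal signal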
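Human spleen homogenate (1 ug) was the enzyme source, with 4-methylumbelliferyl-alpha-D-galactopyranoside (1 mM final) in pH 5.0 citrate buffer with 0.01% Tween-20. Compounds were titrated; after 40 min at 37C, NaOH/glycine stop, 4-MU fluorescence read; AC50 from Hill fits.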
TexasRed fluor: counter-screen for TRb-SRC2 inhibitors: fluorescence interference. TRb/SRC2 Texas Red total fluorescence interference. actives 0.29% (n = 280,000). AID 1479. Potency, µM (titrated, usually from 106 µM), for the others: at the highest dose fluorescence change, negative = quenching; active means well fitted curve in either direction with a large enough effect; inconclusive means small, poorly fitted or top-dose-only effect
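Flags fluorescent or light-absorbing compounds by total fluorescence, S + 2P, at 555 nm excitation and 632 nm emission. Mixture: 20 nM Texas Red SRC2 peptide, 0.6 uM human TRb LBD, 1 uM T3, 5% DMSO; compound exposure 5 h at ambient temperature.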
TRb-SRC2 inh: disrupts binding of human TR beta to SRC2; TRbeta-SRC2 peptide binding, fluorescence polarization; receptor liganded with 1 µM T3; Potency, µM (top dose mostly 106 µM), inactives show at the highest dose activity change, negative = inhibition, hits mostly inhibitors; actives 0.065% (n = 280,000);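 further: plate controls were bound peptide for no effect and peptide without receptor for full effect; nearly all actives have a fitted effect of over 50% in size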
Target sequence (P10828 whole entry, looked up): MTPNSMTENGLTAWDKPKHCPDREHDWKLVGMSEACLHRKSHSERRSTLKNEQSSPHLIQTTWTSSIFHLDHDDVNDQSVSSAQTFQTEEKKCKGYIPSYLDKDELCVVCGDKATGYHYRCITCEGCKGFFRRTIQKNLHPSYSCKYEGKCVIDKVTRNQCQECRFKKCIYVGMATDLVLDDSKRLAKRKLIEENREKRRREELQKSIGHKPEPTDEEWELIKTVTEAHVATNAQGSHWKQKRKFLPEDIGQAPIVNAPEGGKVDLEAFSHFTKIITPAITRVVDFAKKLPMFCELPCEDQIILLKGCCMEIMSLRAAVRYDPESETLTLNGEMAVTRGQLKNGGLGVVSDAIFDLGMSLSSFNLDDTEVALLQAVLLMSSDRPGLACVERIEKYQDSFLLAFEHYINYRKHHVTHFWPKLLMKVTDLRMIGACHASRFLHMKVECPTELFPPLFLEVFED
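Assay buffer: 20 mM Tris-HCl, 100 mM NaCl, 10% glycerol, 1 mM EDTA, 0.01% NP-40, 1 mM DTT, 1 uM T3, 5% DMSO; TRb LBD 0.6 uM, Texas Red SRC2 20 nM; FP after 5 hr.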
L3MBTL1 block: L3MBTL1 (human) inhibition | Q9Y468 | AlphaScreen L3MBTL1–H3K9me1 peptide binding | Potency, µM (top dose mostly 57.1 µM), inactives show at the top dose activity, negative = inhibition, usual class: inhibitors | actives 0.66% (n = 230,000) | AID 485360; further: nearly all actives have a fitted effect of over 60% in size
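Displacement of a biotinylated histone H3(1-15) peptide monomethylated at Lys9 (75 nM) from L3MBTL1 (50 nM) was measured by AlphaScreen after a 30 min room-temperature compound incubation; cefsulodin titration served as intraplate control.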
ALDH1A1 inh: inhibitors of human aldehyde dehydrogenase 1A1; actives 7.3% (n = 220,000); Potency, µM (titrated, usually from 75.3 µM), for inactives: at the highest dose activity, negative = inhibition, hits mostly inhibitors; AID 1030; Purified ALDH1A1, NADH fluorescence, propionaldehyde substrate; P00352; active means well fitted inhibition curve with a large enough effect, not every such curve was filed as active; inconclusive means small, poorly fitted or top-dose-only effect, or another doubt; inactive means no such curve, though single readings can be large or run the other way;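 further: plate controls were no enzyme wells and a reference inhibitor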
Target sequence (P00352 whole entry, looked up): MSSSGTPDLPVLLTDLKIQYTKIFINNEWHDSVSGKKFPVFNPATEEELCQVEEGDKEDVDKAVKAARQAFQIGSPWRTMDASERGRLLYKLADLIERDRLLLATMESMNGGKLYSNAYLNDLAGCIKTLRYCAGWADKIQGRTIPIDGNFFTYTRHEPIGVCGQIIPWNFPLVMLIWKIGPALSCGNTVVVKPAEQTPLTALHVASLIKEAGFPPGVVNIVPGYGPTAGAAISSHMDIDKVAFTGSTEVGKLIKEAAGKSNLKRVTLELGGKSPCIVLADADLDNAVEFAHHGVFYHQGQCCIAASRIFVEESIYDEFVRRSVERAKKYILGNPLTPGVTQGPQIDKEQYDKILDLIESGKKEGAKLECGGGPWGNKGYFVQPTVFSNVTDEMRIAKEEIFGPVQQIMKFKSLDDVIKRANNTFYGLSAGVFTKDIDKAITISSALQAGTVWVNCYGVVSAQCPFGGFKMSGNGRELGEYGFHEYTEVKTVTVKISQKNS
Tau fluor cs: counter-screen for tau fibril formation inhibitors | tau K18 P301L Alexa594 fluorescence, heparin fibrillization | Potency, µM (top dose mostly 57.7 µM), for the others: top-dose activity change, negative = decrease | actives 0.93% (n = 280,000) | AID 1463; further: nearly all actives have a fitted effect of over 55% in size
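Human tau K18 P301L (15 uM unlabeled, 0.24 uM Alexa 594-labeled) in 100 mM sodium acetate pH 7 with 20 uM heparin, 6 hr at 37 C. ThT 30 uM added, 1 hr ambient; Alexa 594 FP and total fluorescence read at 555/632 nm.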
Tau ThT inhib: blocks human tau fibril formation measured by thioflavin T | recombinant tau K18 P301L (four-repeat tau fragment), heparin-induced fibrillization, ThT fluorescence | Potency, µM (top dose mostly 57.4 µM), inactives show at the highest dose activity, negative = inhibition, usual class: inhibitors | actives 2.1% (n = 270,000); further: nearly all actives have a fitted effect of over 55% in size
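K18 P301L tau (15 uM + 0.24 uM Alexa 594-tagged), heparin 20 uM, NaOAc pH 7, 6 h 37 C; ThT 30 uM, 1 h RT, ex 450/em 510 nm.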
The depositor's hits bear a star; ? = inconclusive; / = not tested or not shown; [ ] = remark or other dose. Unless noted, the call rests on the fitted dose curve; in most records, active means well fitted curve in the direction sought with a large enough effect; inconclusive means small, poorly fitted or top-dose-only effect, or another doubt; inactive means no such curve, though single readings can be large; an effect the other way counts as inactive or inconclusive. Unless noted, on the % scale 0 is the no-effect control and ±100 the full control effect; potency means the concentration at half of the fitted maximal effect. Outcome played no part in choosing rows, and some 8.5% of all compounds hit somewhere here.

canonical_smiles	Tau FP inhib	aGal spleen mod	TexasRed fluor	TRb-SRC2 inh	L3MBTL1 block	ALDH1A1 inh	Tau fluor cs	Tau ThT inhib
COC(=O)[C@@H]1CC[C@H](C)[C@@H](c2ccc(C)cc2)N1C(=O)c1ccc(/C=N/O[C@@H](C)c2cn([C@H](CO)Cc3ccccc3)nn2)cc1	6%	3%	-3%	-1%	-16%	-1%	-15%	?
CC12CN3CC(C)(CN(C1)C3c1ccc(OCc3ccccc3)cc1)C2=O (stereo not given)	1%	/	0%	0%	/	/	-12%	-7%
CCC1CCCCN1CCCNC(=O)COc1cc(=O)n(C)c2ccccc12 (stereo not given)	-3%	0%	-2%	-2%	-3%	-3%	-8%	-12%
CCCS(=O)(=O)N1CC(=O)N(c2ccc(Cl)cc2)C(C)(C(=O)NC2CCCC2)C1 (stereo not given)	0%	/	3%	-3%	/	/	8%	7%
O=C(CSc1ncc(S(=O)(=O)c2ccc(Cl)cc2)c(=O)[nH]1)Nc1cccc(C(F)(F)F)c1	-2%	/	0%	5%	/	/	-13%	-6%
O=C(NCc1ccccc1)c1cccc(OCC(=O)N2CCN(C(=O)c3ccco3)CC2)c1	-1%	3%	-3%	-1%	-6%	16µM*	-2%	-11%
COc1ccccc1-n1c(C)nnc1SCC(=O)Nc1cc(C)cc(C)c1	11%	-3%	1%	-17%	/	?	2%	6%
COc1cc(C(=O)ON=C2C(C)=CC(=O)C=C2C)cc(OC)c1OC	10%	7%	0%	6%	1%	-14%	-9%	?
Cc1ccc(C(=O)N2CCN(S(C)(=O)=O)C2)cc1	-1%	-3%	-3%	-8%	-3%	-1%	2%	4%
CC1CC(C)CN(C(=O)CNC(=O)Cn2ccc3ccccc3c2=O)C1 (stereo not given)	-5%	-14%	0%	11%	/	-5%	-2%	5%
CCCNc1c(NC(C)=O)c(=O)oc2ccccc12	8%	-2%	-5%	-7%	-12%	-11%	-8%	-4%
Cc1cccc(N2CCN(C(=O)C3CCN(S(=O)(=O)c4cnc[nH]4)CC3)CC2)c1C	1%	-1%	0%	4%	/	4%	5%	8%
CCc1ccccc1NC(=O)c1ccc(F)c(S(=O)(=O)NC2CCCCCC2)c1	-3%	/	0%	2%	/	/	0%	7%
CN(C(=O)NC1CCCCC1)c1ccccc1	0%	4%	-5%	-3%	1%	4%	0%	-2%
CN=C1c2cc3cc(OC)ccc3n2CCN1Cc1ccccc1	2%	4%	3%	-12%	/	?	-6%	1%
O=C(C(=O)N1CCCc2ccccc21)N1CCCc2ccccc21	3%	0%	-1%[53 µM]	8%[53 µM]	0%	0%	15%	24%
CCCCNC(=S)N/N=C1\CCCCc2ccccc21	-3%	-1%	0%	-2%	-7%	-3%	-3%	-4%
CCOC(=O)c1cc(C)sc1NC(=O)C(c1ccccc1)c1ccccc1	-3%	-8%	-4%	-4%	8%	10%	-1%	2%
Cc1ccccc1Cn1cc(NC(=O)c2cc3nc(-c4ccco4)cc(C(F)(F)F)n3n2)cn1	-18%	6%	0%	1%	-5%	?	-28%	?
Cc1c(C(=O)NCc2cccs2)oc2ccc(Br)cc12	0%	11%	1%	7%	/	-3%	-16%	?
Cc1cc(C)cc(Nc2cnn(C34CC5CC(CC(CC(=O)O)(C5)C3)C4)c(=O)c2Cl)c1	10%	0%	5%	-2%	/	?	4%	-14%
O=C(N/N=C/c1ccc(O)c(O)c1O)/C(=C/c1ccc([N+](=O)[O-])cc1)NC(=O)c1ccccc1	8.9µM*	0%	-6%	-3%	/	10µM*	?	3.5µM*
CC(=O)N1CCCC1(C(=O)O)c1ccccc1 (stereo not given)	-3%	-16%	-4%	-4%	1%	/	-3%	-8%
CN(Cc1ccccc1)S(=O)(=O)c1nnc(NC(=O)c2cccc(Cl)c2)s1	?	/	-17%	1%	/	/	-10%	?
CCCNC(=O)NC(=O)c1cnccc1C(F)(F)F	-2%	-15%	0%	3%	6%	/	-4%	0%
Cc1cn(-c2cc(C(=O)Nc3ccc(C)c(NC(=O)N4CCNC4=O)c3)cc(C(F)(F)F)c2)cn1	-8%	-3%	-1%	3%	/	/	18%	13%
Cc1cc(-c2n[nH]c(=S)n2/N=C/C=C/c2ccccc2)n[nH]1	4%	-14%	-3%	6%	-10%	-6%	-12%	?
COC(=O)/C=C1/N/C(=N\c2nc(C)cc(C)n2)N(c2ccccc2)C1=O	-3%	-1%	0%[53 µM]	-1%[53 µM]	-8%	-8%	9%	4%
COc1ccc2c(c1)CCc1cn3ncc(C#N)c3nc1-2	-14%	?	-1%	-4%	9%	?	-1%	-6%
CC(C)CCNC(=O)[C@H](CC(C)C)NC(=O)[C@H]1O[C@@H]1C(=O)O	16%	-10%	-2%	-5%	0%	-1%	-5%	-4%

Compound profiles, as listed above.
Cc1cn(-c2cc(C(=O)Nc3ccc(C)c(NC(=O)N4CCNC4=O)c3)cc(C(F)(F)F)c2)cn1 across the screens: Tau FP inhib: -8%; aGal spleen mod: -3%; TexasRed fluor: -1%; TRb-SRC2 inh: 3%; L3MBTL1 block: /; ALDH1A1 inh: /; Tau fluor cs: 18%; Tau ThT inhib: 13%
Cc1cc(-c2n[nH]c(=S)n2/N=C/C=C/c2ccccc2)n[nH]1 across the screens: Tau FP inhib: 4%; aGal spleen mod: -14%; TexasRed fluor: -3%; TRb-SRC2 inh: 6%; L3MBTL1 block: -10%; ALDH1A1 inh: -6%; Tau fluor cs: -12%; Tau ThT inhib: ?

Continuation:
canonical_smiles	Tau FP inhib	aGal spleen mod	TexasRed fluor	TRb-SRC2 inh	L3MBTL1 block	ALDH1A1 inh	Tau fluor cs	Tau ThT inhib
CSc1nc(C)cc(/C=C\c2ccccc2)c1C#N	3%	6%	-4%	2%	50%[activator]	?	6%	7%
COc1ccc(-c2noc(CSc3nnc(-c4ccncc4)n3-c3ccccc3)n2)cc1	5%	/	-1%	-1%	/	/	-7%	-5%
Cc1nnc(N2CCC(C(=O)Nc3ccc(F)cc3)CC2)c2nn(-c3ccc(Cl)cc3)c(C)c12	-13%	/	0%	-4%	/	/	?	?
CCn1c(=O)cc(SCC(=O)N2CCN(c3cc(C)ccc3C)CC2)c2ccccc21	-6%	/	-3%	0%	/	/	-13%	?
Nc1c(S(=O)(=O)c2ccccc2)c2nc3ccccc3nc2n1/N=C/c1ccco1	-8%	12%	-24%	?	-3%	?	?	28µM*
Cc1cc(C(=O)NC2CC2)c2ccccc2n1	11%	-6%	-2%	-1%	4%	12%	6%	7%
CCOC(=O)c1ccc(NC(=O)c2c(NCc3cccc(OC)c3OC)sc3c2CCC3)cc1	0%	/	2%	-2%	/	/	?	?
COc1ccc(-c2nnc3ccc(SCC(=O)N4CCCCCC4)nn23)cc1OC	-2%	0%	-3%	-6%	-9%	-2%	0%	0%
O=c1cc(CN2CCN(S(=O)(=O)/C=C/c3ccccc3)CC2)c2ccc(O)cc2o1	-4%	-16%	-1%	-6%	-4%	?	?	-8%
CC1=NN(C(=O)c2ccc(C)cc2)C(O)(C(F)(F)OC(F)(F)F)C1 (stereo not given)	-3%	-10%	-7%	-2%	-4%	-4%	-1%	-4%
O=C(Nc1ccc(Br)cc1)c1cccc(S(=O)(=O)Nc2cnc3ccccc3c2)c1	?	5%	-3%	8%	3%	?	?	-14%
COc1ccc2nc(N(Cc3cccnc3)C(=O)C3CCCCC3)sc2c1	6%	/	1%	4%	/	/	-14%	?
CSc1nc(-c2ccccc2)nn1S(=O)(=O)c1ccccc1	0%	3%	1%	-23%	9%	9%	1%	0%
CC1CCN(C(=O)CSc2nnc(Cc3ccccc3)o2)CC1	1%	-4%	-1%	2%	9%	-5%	1%	2%
CCc1nn(-c2ccccc2)c2nc(-c3cccc(OC)c3)c3cc(OC)c(OC)cc3c12	5%	/	-8%	2%	/	/	-14%	-7%
COc1cc(C2CC(=O)Oc3cc4c(cc32)OCO4)cc(OC)c1OC (stereo not given)	5%[81.3 µM]	1%[119 µM]	2%	6%	-3%	-2%	-28%[81.3 µM]	?
Cc1cc2c(cc1C)CSC(c1ccccc1OC(=O)C(C)(C)C)SC2	-20%	5%	-5%	4%	/	12%	-19%	?
CCn1c(SCC(=O)N/N=C/c2ccccc2OCC(=O)O)nnc1-c1ccc(C(C)(C)C)cc1	10%	0%	-1%	-2%	8%	/	7%	-2%
CCOc1ccc2[nH]c3c(=O)n(CCC4=CCCCC4)cnc3c2c1	0%	-2%	1%	6%	-13%	/	-19%	-28%
COc1ccc(C(=O)Nc2nc3cc4c(cc3s2)OCO4)c(OC)c1	-6%	1%	-6%	-4%	/	/	-10%	/
CCc1ccc(NC(=O)CCc2c(C)n(C)c3cc(-c4ccccc4C)nn3c2=O)cc1	-5%	/	2%	0%	/	/	-4%	-1%
Cc1ccsc1CNn1cnnc1SCc1ccccc1F	-3%	-12%	0%	-2%	-12%	8%	-3%	-5%
CCCC(=O)Nc1ccc2c(c1)nc1n2CCOC1	-7%	-4%	1%	-4%	-1%	14%	-2%	-6%
C/C(=N\NS(=O)(=O)c1ccc(C)cc1)c1ccc(C)s1	6%	12%	-3%	-4%	5%	18µM*	-9%	-8%
CC(=O)c1c(N2CCCC2)nc(=S)n(-c2ccccc2)c1C	3%	4%	1%	-4%	/	3%	-8%	-2%
O=C(O)c1cc(-c2cccs2)nn1-c1ccc(F)cc1	2%	-3%	-1%	4%	?	-4%	10%	10%
CCC(=O)OCCNc1nc(-c2ccccc2)nc2ccccc12	?	-17%	-2%	1%	/	?	?	-6%
CCCOc1ccc(/C(O)=C2/C(=O)C(=O)N(c3cc(C)on3)C2c2ccc(C(=O)OC)cc2)cc1 (stereo not given)	0%	5%	0%	5%	0%	9%	3%	-3%
CN(C(=O)C1CCCN(S(=O)(=O)c2cccc([N+](=O)[O-])c2)C1)C1CCS(=O)(=O)C1 (stereo not given)	1%	9%	-3%	-4%	2%	-8%	-5%	-6%
COc1ccc(NC(=O)CCSc2ccc3ccccc3n2)cc1	4%	-5%	-2%	-2%	2%	?	-21%	-18%

Screens (PubChem)
